Growth percent in the NCI-60 one-dose screen (48 h, 10 µM unless noted): 100 = growth as untreated, 0 = no growth, -100 = all killed.
RPMI-8226 = RPMI-8226 leukemia cells. 7.5% of 77,000 active
MCF7 = MCF7 breast cancer; AID 1794796; 6.3% of 82,000 active
SR = SR leukemia cells. 8.7% of 73,000 active
MOLT-4 = MOLT-4 leukemia cells; 6.9% of 80,000 active; AID 1794779
MDA-MB-231 = MDA-MB-231 breast cancer | AID 1794789 | 5% of 81,000 active
MDA-MB-468 = MDA-MB-468 breast cancer; 8.5% of 78,000 active
MDA-MB-435 = MDA-MB-435 melanoma | 7.8% of 82,000 active
K-562 = K-562 leukemia | 7.4% of 78,000 active | AID 1794777
Active calls of the source: *; / = not tested or not shown. Rule for the calls: active = growth percent below 10; inactive = the rest.

item	compound	MDA-MB-231	RPMI-8226	MDA-MB-435	SR	MCF7	MOLT-4	K-562	MDA-MB-468
1	COc1ccc(C(=O)CC2(C#N)C(N)=C(C(N)=O)CC2(C#N)C#N)cc1OC (stereo not given)	93	83	/	65	89	101	99	88
2	COC(=O)c1ccccc1Br	112	104	99	/	106	95	111	/
3	CC/C(=C/c1cccc(OC)c1O)c1ccc2cccc(OC)c2[o+]1	96	104	103	87	90	102	96	96
4	Cc1c(O)ccc2oc(=O)c(C(=O)CSc3nc4ccccc4c(=O)n3-c3ccccc3)cc12	83	57	94	87	89	77	82	93
5	CCN1CCN(Cc2ccc(C(=O)Nc3cccc(-c4cn(-c5ccc6oc(=O)ccc6c5)nn4)c3)cc2C(F)(F)F)CC1	-100*	-41*	-100*	-52*	-100*	-30*	-62*	-82*
6	Cc1ccc(-c2nc(SCC(=O)Nc3nc(-c4ccccc4)cs3)[nH]c(=O)c2C#N)cc1	92	87	107	/	92	79	82	97
7	COc1ccccc1N1CCN(C2=CC(=O)C(C)=C(C)C2=O)CC1	102	101	106	119	84	93	97	86
8	COc1ccc2c(c1)OC(N(C(C)=O)C(C)=O)=C(C#N)C2c1ccc(F)cc1 (stereo not given)	53	3.1*	-29*	12	18	29	10	-36*

Other structures
item	compound	MDA-MB-231	RPMI-8226	MDA-MB-435	SR	MCF7	MOLT-4	K-562	MDA-MB-468
9	NS(=O)(=O)c1ccc(C(=O)N=Nc2c(O)[nH]c3c([N+](=O)[O-])cccc23)cc1	104	106	104	110	92	124	104	96
10	COC(=O)[C@]12CC[C@@H](C(C)=O)[C@@H]1[C@H]1CC[C@@H]3[C@@]4(C)C/C(=C/c5cccnc5)C(=O)C(C)(C)[C@@H]4CC[C@@]3(C)[C@]1(C)CC2	77	2.9*	73	12	19	5.5*	18	56
11	COC(=O)[C@]1(CCSC)N[C@H](c2cn(-c3ccccc3)nc2C)[C@@H]2C(=O)N(c3ccc(C)cc3)C(=O)[C@@H]21	104	/	105	/	102	/	/	127
12	O=C1Nc2ccccc2/C1=C\c1nc(-c2ccc(F)cc2)n2ccccc12	83	92	85	92	50	82	69	39
13	Nc1ccc(Nc2ccc([N+](=O)[O-])cc2S(=O)(=O)O)cc1	105	112	107	103	106	89	107	110
14	O=C(CNCCCc1ccccc1)c1ccc(O)c(O)c1	56	89	100	79	95	78	103	114
15	CCOC(=O)c1cc(C(=O)OCC)cc(C(=O)OCC)c1	105	95	103	89	97	31	102	107
16	Cc1ccc(-c2nc(NS(=O)(=O)c3ccccc3)nc(Cl)c2C#N)cc1	98	97	97	94	88	108	104	99

(next part)
item	compound	MDA-MB-231	RPMI-8226	MDA-MB-435	SR	MCF7	MOLT-4	K-562	MDA-MB-468
17	Nc1c(C(=O)N/N=C/c2ccc(F)c(Oc3ccccc3)c2)cnn1CC(O)c1ccccc1 (stereo not given)	77	54	87	43	66	43	45	61
18	C[N+](C)(C)C/C=N\N=C\C[N+](C)(C)C	109	92	106	95	91	105	117	137
19	CC(C)C1CCC(C(C)(C)O)CC1 (stereo not given)	97	96	103	99	103	100	106	96
20	CC(=O)NS(=O)(=O)c1ccc(N=C=S)cc1	97	103	92	108	97	114	118	95
21	CC(=O)c1ccccc1N	75	108	115	110	103	109	108	107
22	CCN(CC)CCCNC(=O)c1c2c(n3ccccc13)C(=O)c1ncccc1C2=O	-0.5*	-24*	-59*	-23*	-53*	-41*	-34*	-70*
23	CCCCCCN(CCCCCC)CC(=O)c1ccc2cc(Cl)c3ccccc3c2c1	95	91	101	87	95	91	91	102
24	C#Cc1ccc(-n2c(/C=C/c3ccc(OC)c(F)c3)nc3ncccc3c2=O)cc1	95	86	108	83	105	92	91	90

One compound at a time, from the list above. Screens in order: MDA-MB-231	RPMI-8226	MDA-MB-435	SR	MCF7	MOLT-4	K-562	MDA-MB-468
Entry for COC(=O)[C@]1(CCSC)N[C@H](c2cn(-c3ccccc3)nc2C)[C@@H]2C(=O)N(c3ccc(C)cc3)C(=O)[C@@H]21 : 104	/	105	/	102	/	/	127
Entry for COc1ccccc1N1CCN(C2=CC(=O)C(C)=C(C)C2=O)CC1 : 102	101	106	119	84	93	97	86
Entry for CC(=O)c1ccccc1N : 75	108	115	110	103	109	108	107
Entry for Nc1c(C(=O)N/N=C/c2ccc(F)c(Oc3ccccc3)c2)cnn1CC(O)c1ccccc1 (stereo not given) : 77	54	87	43	66	43	45	61
Entry for Cc1c(O)ccc2oc(=O)c(C(=O)CSc3nc4ccccc4c(=O)n3-c3ccccc3)cc12 : 83	57	94	87	89	77	82	93

(continued)
item	compound	MDA-MB-231	RPMI-8226	MDA-MB-435	SR	MCF7	MOLT-4	K-562	MDA-MB-468
25	CSc1nc(NC(=O)CCl)cc(=O)[nH]1	84	97	106	73	93	94	100	98
26	O=C(NCc1ccccc1)C(c1ccc(OCCBr)cc1)N(C(=O)CCc1ccc(O)cc1)C1CC1 (stereo not given)	90	89	93	89	84	67	/	99
27	CCOC(=O)NCC1(c2ccccc2)CCN(Cc2ccccc2)CC1	113	96	106	93	105	91	98	102
28	Cc1ccc(S(=O)(=O)Nc2ccc3nc(NC(=O)c4ccco4)sc3c2)cc1	92	/	105	82	15	102	93	42
29	COc1ccc(N2CCN(c3nc(-c4cc(OC)c(OC)c(OC)c4)nc4ccccc34)CC2)cc1	71	55	67	43	83	/	79	76
30	S=C(NCN(C1CCCCC1)C1CCCCC1)C(=S)NCN(C1CCCCC1)C1CCCCC1	103	101	105	92	103	92	98	101
31	CCC(=O)c1cccc(-c2ccccc2)c1CC	101	106	115	92	115	107	111	105
32	CC(=O)N1N=C2N(Cc3ccccc3)C(=O)c3c(sc4c3CCCC4)N2C1c1cn(-c2ccccc2)nc1-c1ccc(Cl)cc1 (stereo not given)	99	88	95	/	92	86	93	/

Next part:
item	compound	MDA-MB-231	RPMI-8226	MDA-MB-435	SR	MCF7	MOLT-4	K-562	MDA-MB-468
33	COc1ccc(C2=NN(C(=O)COc3ccc(Cl)cc3)C(O)(c3cc(F)c(Cl)cc3Cl)C2)cc1 (stereo not given)	105	81	92	17	96	77	82	/
34	CC(C)N(CCOC(=O)c1ccc([N+](=O)[O-])cc1)CCOC(=O)c1ccc([N+](=O)[O-])cc1	113	102	96	/	106	94	92	100
35	CC1(C(N)=O)CCC(C(=O)O)C1(C)C (stereo not given)	91	100	97	111	88	123	114	99
36	CN(C)c1nc(NCCNS(=O)(=O)c2ccc(C3=Nc4c(N)nc(N)nc4NC(c4ccc(C(F)(F)F)cc4)C3)cc2)nc(Nc2ccc(F)cc2)n1 (stereo not given)	-37*	-13*	9.2*	-23*	-28*	9.0*	1.6*	-46*
37	O=C(NCCCCC(Cl)(Cl)C(=O)O)c1ccccc1	97	103	103	100	103	101	111	102
38	CCn1c(Sc2nnc(NC(=O)CN3CCOCC3)s2)nc2c1c(=O)n(C)c(=O)n2C	105	/	105	90	102	92	98	102
39	COc1cc(-c2nc3ccccc3s2)cc(CN2CCCCC2)c1O	67	86	96	90	73	93	93	95
40	O=C1NCC(=O)N(Cc2cccc(O)c2)[C@H]1Cc1ccccc1	101	94	108	100	86	97	105	107

Looked up above:
K-562 with `CCN1CCN(Cc2ccc(C(=O)Nc3cccc(-c4cn(-c5ccc6oc(=O)ccc6c5)nn4)c3)cc2C(F)(F)F)CC1` → -62*
MCF7 with `COc1ccc(N2CCN(c3nc(-c4cc(OC)c(OC)c(OC)c4)nc4ccccc34)CC2)cc1` → 83
K-562 with `CC(C)C1CCC(C(C)(C)O)CC1` (stereo not given) → 106
RPMI-8226 with `CSc1nc(NC(=O)CCl)cc(=O)[nH]1` → 97
MOLT-4 with `O=C(NCc1ccccc1)C(c1ccc(OCCBr)cc1)N(C(=O)CCc1ccc(O)cc1)C1CC1` (stereo not given) → 67
MDA-MB-435 with `Cc1ccc(-c2nc(NS(=O)(=O)c3ccccc3)nc(Cl)c2C#N)cc1` → 97

Continuation.
item	compound	MDA-MB-231	RPMI-8226	MDA-MB-435	SR	MCF7	MOLT-4	K-562	MDA-MB-468
41	N#Cc1ccc(N2Cc3ccccc3OC3=C2C(=O)c2c(O)ccc(O)c2C3=O)cc1	-8.9*	6.0*	-44*	/	/	/	/	-19*
42	COc1ccc(-c2cc(-c3ccccn3)c(C#N)c(=O)[nH]2)cc1S(N)(=O)=O	95	104	102	/	98	106	101	103
43	O=C1/C(=C/c2cccc([N+](=O)[O-])c2)COc2ccc(O)cc21	48	-23*	12	8.9*	-26*	18	13	37
44	COc1ccc(C2=CCCCC2)c(OC)c1OC	99	107	97	117	97	114	110	82
45	Nc1ccc(CCCC(=O)NCc2cccnc2)cc1	132	111	103	113	109	92	104	/
46	O=C(CC1CCCCN1)C(F)(F)F (stereo not given)	109	92	110	97	100	90	103	125
47	COc1ccc(/C=C(\C#N)C(=O)Nc2cccc(Nc3nc(SC)nc(-c4cccc([N+](=O)[O-])c4)c3C#N)c2)cc1OC	69	84	103	/	71	93	78	106
48	Nc1ccc(N)c2c1C(=O)c1c(N)ccc(N)c1C2=O	76	94	93	84	71	92	107	92

Additional records:
item	compound	MDA-MB-231	RPMI-8226	MDA-MB-435	SR	MCF7	MOLT-4	K-562	MDA-MB-468
49	O=C(N/N=C/c1c[nH]c2ccccc12)Nc1ccccc1Cl	17	7.7*	2.0*	5.6*	1.7*	5.6*	12	-21*
50	C=C(C)[C@@H]1C[C@H](O)Cc2ccc(Cl)c(C)c2N1	97	105	88	99	100	93	102	90
51	COc1cc2c3cc1Oc1c(OC)c(OC)cc4c1[C@@H](Cc1ccc(O)c(c1)Oc1ccc(cc1)C[C@@H]3N(C)CC2)N(C)CC4	82	77	91	14	85	77	65	92
52	O=C1CS/C(=N\c2nc(-c3ccccc3Cl)cc(-c3ccc(Cl)cc3Cl)n2)N1	89	100	78	75	87	92	79	93
53	CCOC(=O)C1=C(C)NC(SCc2nc(C)c(C)nc2C)N=C1c1ccc(C#N)cc1 (stereo not given)	104	108	106	104	102	101	97	97
54	C=CCn1c(SCC(=O)c2ccc(Cl)cc2)nnc1-c1c[nH]c2ccccc12	92	92	105	88	93	89	90	92
55	O=c1c2ccccc2[nH]c(=S)n1/N=C/c1ccccc1O	98	98	108	77	99	89	100	103
56	COc1ccc(OC)c(/C=C/C(=O)CC(=O)/C=C/c2cc(OC)ccc2OC)c1	93	/	104	86	89	91	100	118

(listing goes on)
item	compound	MDA-MB-231	RPMI-8226	MDA-MB-435	SR	MCF7	MOLT-4	K-562	MDA-MB-468
57	CC(C)(C)c1ccc(N)c([N+](=O)[O-])c1	106	103	115	83	99	93	98	100
58	CC1SC(c2cccc(Oc3ccccc3)c2)N(CCc2cccs2)C1=O (stereo not given)	-47*	-13*	-43*	-2.2*	-0.7*	-2.2*	9.4*	-45*
59	N#Cc1c(-c2ccc(F)cc2)nc(N=Nc2c(O)[nH]c3ccc(Br)cc23)[nH]c1=O	97	98	100	98	99	104	94	100
60	Cc1cc(C)c[n+]([O-])c1	120	108	105	111	95	100	113	98
61	CCCCCCCCC(CO)CCCCCC (stereo not given)	110	111	113	80	99	79	98	99
62	O=c1[nH]cnc2c1cnn2CN1CCOCC1	123	95	102	119	93	117	139	94
63	COc1ccc(C(C)=C(c2ccc(OCCN(C)C)cc2)c2ccc(OCCN(C)C)cc2)cc1F	105	83	96	24	39	87	35	81
64	CCCCN(CCC#N)CCCC	97	100	111	100	102	98	96	117

Brought forward from above: two compounds; new compounds follow.
item	compound	MDA-MB-231	RPMI-8226	MDA-MB-435	SR	MCF7	MOLT-4	K-562	MDA-MB-468
63	COc1ccc(C(C)=C(c2ccc(OCCN(C)C)cc2)c2ccc(OCCN(C)C)cc2)cc1F	105	83	96	24	39	87	35	81
64	CCCCN(CCC#N)CCCC	97	100	111	100	102	98	96	117
65	CC/C=C\C[C@H]1C/C=C2/C(=O)C=C[C@@H]2C/C=C\CCCC(=O)O1	1.3*	-19*	-46*	0.5*	-2.0*	-4.8*	1.6*	-34*
66	Cc1cccc2c3c(sc12)C(c1ccc(Cl)cc1)c1c(nc(-c2ccc(Cl)cc2)[nH]c1=O)O3 (stereo not given)	85	80	103	90	34	96	76	98
67	C[C@@H]1N=C(c2ccc3ccccc3n2)Nc2nc3ccccn3c2C1=O	79	94	104	/	77	100	102	107
68	CC(=O)Nc1ccc(C(C)(C)C)cc1	115	99	94	101	90	97	95	101
69	C=C(C)[C@@H]1CC[C@]2(C)[C@H](CC(=O)[C@@H]3[C@@H]4CC(C)(C)CC[C@]4(C(=O)OC)CC[C@]32C)[C@@]1(C)CCC(=O)OC	80	53	83	/	68	50	47	68

Screening data: PubChem BioAssay, NCI
